# Screening results: PubChem BioAssay, Fisher Drug Discovery Resource Center
# hcGAS inh – Primary biochemical luminescence assay for human cyclic GMP-AMP synthase inhibitors. recombinant h-cGAS, ATP depletion, Kinase-Glo luminescence. Q8N884. actives 0.081% (n = 290,000). inhibition, % at 12.5 µM;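 note: 0% = vehicle reaction and 100% = reaction without DNA for no activity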
# Target sequence (Q8N884 whole entry, looked up): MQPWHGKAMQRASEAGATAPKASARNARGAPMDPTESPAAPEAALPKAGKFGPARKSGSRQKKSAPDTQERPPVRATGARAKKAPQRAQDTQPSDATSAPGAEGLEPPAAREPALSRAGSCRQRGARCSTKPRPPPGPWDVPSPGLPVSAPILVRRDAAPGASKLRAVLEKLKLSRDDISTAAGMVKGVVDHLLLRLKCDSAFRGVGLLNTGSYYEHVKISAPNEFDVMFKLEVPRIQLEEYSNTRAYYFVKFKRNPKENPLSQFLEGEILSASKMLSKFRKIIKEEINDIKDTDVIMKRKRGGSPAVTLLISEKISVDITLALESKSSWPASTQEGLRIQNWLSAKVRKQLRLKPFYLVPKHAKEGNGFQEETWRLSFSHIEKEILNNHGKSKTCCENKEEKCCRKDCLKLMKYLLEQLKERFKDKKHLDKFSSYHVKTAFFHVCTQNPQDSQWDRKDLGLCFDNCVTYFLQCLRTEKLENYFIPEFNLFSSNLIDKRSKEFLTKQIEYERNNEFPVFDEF
# NPYLR7 ag – agonists of mosquito NPYLR7 receptor, primary screen, cell-based, Aedes aegypti, calcium fluorescence, mosquito biting behavior | activation, % at 10 µM | HEK293T NPYLR7/Galpha15, GCaMP6s calcium fluorescence | actives 0.15% (n = 270,000) | Aedes aegypti neuropeptide Y-like receptor 7 (NPYLR7); in the data active = activation above about 40%;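 note: 0% = vehicle and 100% = reference agonist at the receptor; some compounds past the cut are filed as inactive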
# mcGAS lum – cyclic GMP-AMP synthase inhibitors, mouse, primary biochemical chemiluminescence | recombinant cGAS, Kinase-Glo ATP depletion luminescence | AID 1259399, 2018 | inhibition, % at 12.5 µM | actives 0.15% (n = 160,000) | Q8C6L5;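 note: 0% = negative control wells and 100% = reference inhibitor with no enzyme activity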
# * marks the source's active call; other numbers are inactive results; / = no result given; & = joins results of further samples. Cut-off read from the data, not from the text of the source, unless noted: active = inhibition above about 40%; inactive = the rest.
# Start of the data: the first 4 records, ahead of the listing:
SMILES,hcGAS inh,NPYLR7 ag,mcGAS lum
COc1ccccc1N1CCN(C(=O)Nc2ccc(Cl)cc2)CC1,-5,3,/
CCC(O)C1CCN(C(=O)c2cc(COc3ccc(F)cc3F)on2)CC1 (stereo unspecified),-5&0,23,/
O=C(NCC1(c2ccccc2)CCOCC1)c1cn(CCC2CCCCC2)nn1,-4,7,/
CCOC(=O)CNC(=O)CSc1ncnc2c1nnn2CC,-5,0,/

# Results, from the start:
SMILES,hcGAS inh,NPYLR7 ag,mcGAS lum
COc1ccccc1N1CCN(C(=O)Nc2ccc(Cl)cc2)CC1,-5,3,/
CCC(O)C1CCN(C(=O)c2cc(COc3ccc(F)cc3F)on2)CC1 (stereo unspecified),-5&0,23,/
O=C(NCC1(c2ccccc2)CCOCC1)c1cn(CCC2CCCCC2)nn1,-4,7,/
CCOC(=O)CNC(=O)CSc1ncnc2c1nnn2CC,-5,0,/
Cc1cc(C)c2nc(C)cc(C(=O)N3CCNCC(CC(=O)O)C3)c2c1 (stereo unspecified),-4,-5,/
CCOC(=O)c1[nH]c(C)c(C(=O)OCC(=O)N(C)C(C)C)c1C,-8,3,/
Clc1ccc(CNc2ncnc3[nH]ncc23)c(Cl)c1,-1,7,/
O=C(Nc1cccc(F)c1)N1CCC(Cc2ccc(C(F)(F)F)cc2)CC1,-3,6,-6
CN(CC(=O)NCc1ccco1)C(=O)CSc1nc(N)cc(=O)[nH]1,-9,0,/
Cc1ccc(NC(=O)N(CCN2CCOCC2)CC(=O)N(Cc2ccccc2)Cc2cccs2)c(C)c1,-8,8,-5
CCOC(=O)/C=C(\C)N1N=C2c3cc(OC)ccc3CCC2C1c1ccc(N(C)C)cc1 (stereo unspecified),-1,15,-7
CCOC(=O)C1=CN2C(C=C1)C(C(=C(C#N)C#N)C1CC1)C(c1ccccc1)C2C(=O)c1ccccc1 (stereo unspecified),-19,6,/
CCNC(=O)NC(=O)CSc1nnc(Nc2ccc(CC)cc2)s1,-4,1,-4
CCNC(=O)c1cnn(-c2ccccc2C)c1C,-7,-4,-6
COc1ccc(-c2cc3c(n(C)c2=O)CCN(C(=O)c2cn4c(C)cccc4n2)C3)c2ccc(C)nc12,1,-24,4
COc1ccc(-n2ccnc2C2CC(=O)Nc3cc4[nH]ncc4cc32)cc1 (stereo unspecified),4,-2,2
Cc1ccc(OCCN(C)Cc2ccccc2O)c(C)c1,-9,5,-16
COCCNC(=O)c1cc(NC(=O)C23CC4CC(CC(C4)C2)C3)ccc1N1CCC(Cc2ccccc2)CC1,-5,26,-6
CC(Sc1nc(N)nc(N)n1)C(=O)N(C)Cc1ccccc1 (stereo unspecified),-3,17,/
O=C1CC(c2ccccc2)CC2=Nc3ccccc3NC(c3ccc(Br)cc3)C12 (stereo unspecified),-3,-8,-5
O=C(c1csc(CSc2nnc(-c3ccncc3)n2-c2cccc(C(F)(F)F)c2)n1)N1CCN(c2ccc([N+](=O)[O-])cc2)CC1,-1,16,-3
Cc1cc(S(=O)(=O)n2nnc3ccccc32)c(C)cc1Br,-1,1,/
CCOC(=O)c1c(NC(=O)c2ccccc2)sc(C(=O)Nc2ccccc2)c1C,0,8,-3
CC(C)N1C[C@H](NCC(=O)NCCc2ccc(F)cc2)[C@@H](O)C1,-9,-1,/
O=C(NCCC(F)(F)F)c1csc(N2CCN(Cc3ccccc3)C2=O)n1,-8,-4,/
SMILES,hcGAS inh,NPYLR7 ag,mcGAS lum
O=c1ccc(Oc2nc(N3CCCCC3)nc(N3CCCCC3)n2)n[nH]1,-7,-2,/
C=CCN1C(=O)NC(c2cccc(Cl)c2)C2=C1CN(CC(=O)N1CCN(c3ccccn3)CC1)C2=O (stereo unspecified),-7,1,-5
CC1CCCCN1CC(=O)N1N=C(c2ccc(F)cc2)CC1c1cccn1C (stereo unspecified),-2,21,-5
O=C(CN1CCCCC1C1OCCO1)Nc1ccccc1Cl (stereo unspecified),-8,7,-7
CCOc1ccccc1NC(=O)N(CCCOC)CC(=O)N(CCc1ccc(OC)c(OC)c1)Cc1sccc1C,-16,-3,-7
O=C(CCc1ccco1)N1CCN(Cc2cccc(-c3noc(-c4cccc(Cl)c4)n3)c2)CC1,-5,30,-3
CCOC(=O)N(C)c1c(CC)nc2ccc(C(=O)N3CCN(C(C)=O)CC3)cn12,-6,20,-3
CCn1cc(C(CC(=O)N2CCN(c3ccc([N+](=O)[O-])cc3)CC2)c2cc(OC)cc(OC)c2)c2ccccc21 (stereo unspecified),-9,19,-5
COCCCN(Cc1csc(COc2ccccc2C(C)C)n1)C(=O)c1ccc(Cl)cc1,-2,0,-3
N#CC(C(=O)OC1CCCCC1)c1nc2ccccc2nc1N1CCCC1 (stereo unspecified),-7,4,-8
Cc1nc(CN(C)Cc2cccn2-c2nccs2)no1,-3,-5,/
CCC(=O)Nc1cc(C(=O)N2CCC(c3ccncc3)CC2)c2c(c1)nc(Cc1ccccc1)n2C,-5,2,-11
O=c1c2nc(N3CCOCC3)sc2c(-c2ccccc2)nn1Cc1cccc(C(F)(F)F)c1,-7,-3,-9
CSc1n[nH]c(-n2ccc3c(cnc4c(-c5ccc(F)cc5)c(C)nn43)c2=O)n1,-3,3,/
COCCCN(CC(=O)N(CCc1ccccc1)Cc1ccc(C)o1)C(=O)Cc1ccccc1,-4,0,-3
O=C(NC1(c2ccccc2)CCC1)c1cccc(-n2[nH]c(=O)ccc2=O)c1,-11,11,/
C=CCn1cc(C(=O)Nc2ccc3c(c2)OCO3)c2nn(-c3ccccc3)c(=O)c-2c1,-4,6,-9
CC(=O)Nc1cc(C)nn1-c1ccc(NC(=O)c2ccoc2C)cc1,-6,7,/
Cc1cccc(NC(=O)CSc2ccnc(=O)[nH]2)c1C,-3,6,0
CC(Cc1cnccn1)NC(=O)c1ccc(OC2CCN(CCc3ccccc3)CC2)cc1 (stereo unspecified),-3,1,-5
CCOc1ccccc1C=CC(=O)c1ccc(S(=O)(=O)NC)cc1,-9,0,/
CCC(=O)N1CCN(c2ncnc3c2nnn3C)CC1,-2,0,/
N#Cc1c2n(c(=O)n(CC(=O)N(C3CC3)C3CCS(=O)(=O)C3)c1=O)CCC2 (stereo unspecified),-2,-2,/
O=C(Nc1ccc(N2CCOCC2)c(F)c1)c1cc(C2CC2)[nH]n1,-8,5,/
Cc1ccc(NC(=O)c2c(O)c3ccccc3[nH]c2=O)c(C(O)c2ccccc2)c1 (stereo unspecified),-6,6,-5
SMILES,hcGAS inh,NPYLR7 ag,mcGAS lum
Cc1ccc(CN2CCN(N=Cc3cc([N+](=O)[O-])ccc3Cl)CC2)c(C)c1,-7,-3,-6
O=C(COc1ccccc1)Oc1ccc(Cl)cc1[N+](=O)[O-],-5,-6,-4
O=C(CCc1ccccn1)Nc1cc(C(F)(F)F)ccc1O,-11,11,/
CCOc1ccccc1-c1ccc(C(=O)N2CCOCC2)o1,-8,-2,-15
CC(=O)OCC(=O)N1CCN(c2ccc(NC(=O)c3ccc(C)cc3)cn2)CC1,-5,4,-7
CCN(CC)S(=O)(=O)c1ccc2c(c1)nc(SCc1cccc(Br)c1)n2C(C)C,-2,15,-2
C=C(C)CN(CC)C(=O)C=Cc1ccc(OC)c(S(=O)(=O)N2CCOCC2)c1,-2,-2,-5
NC(Cn1ccc2cccnc21)C(=O)O (stereo unspecified),1,5,/
Cc1nn(C)c(C)c1CCNc1snc(Cl)c1C#N,-12,6,/
CCOC(=O)c1c(N)c(C#N)n2c1CCC2,0,-1,/
CCC(NC(=O)c1cn2c(n1)CNCC2)c1ccc(S(C)(=O)=O)cc1 (stereo unspecified),-10,2,/
COCC1(C(=O)N2CC[C@@]3(O)CCN(c4ccncc4)C[C@H]3C2)CCC1,-10,/,-6
CN(Cc1ccc(F)c2cccnc12)C1(CO)CCSCC1,-6,-7,/
O=C(Nc1ccnn1C1CCN(C(=O)c2cccc(Cl)c2)CC1)C1CCOC1 (stereo unspecified),-9,17,-14
CC1CN(c2cc(Oc3ccccc3F)ncn2)CCN1C(=O)c1ccco1 (stereo unspecified),-1,11,-4
CC(c1ccccc1)n1c(Cc2cccnc2)nnc1SCC(=O)O (stereo unspecified),-3,1,/
Cc1cnn(Cc2cccc(Cl)c2)c1NC(=O)C1=NNC(=O)CC1,-7,7,-17
CCN(CC)C(=O)Cn1nc(-c2cccc(OC)c2)c2sc(C)nc2c1=O,1,6,-9
CCOC(=O)C1=C(O)/C(=C\c2cccc(F)c2O)SC1=Nc1cccc(C(F)(F)F)c1,-1,-9,0
O=C(c1cc(S(=O)(=O)N2CCOCC2)c[nH]1)N1CCCC1c1ccsc1 (stereo unspecified),7,-2,/
COc1cccc(C2NC(=O)N(C)C3=C2C(=O)N(CC(=O)N2CCN(C4CCCC4)CC2)C3)c1OC (stereo unspecified),-6,-1,-4
CCCCC(CC)C(=O)Nc1c(-c2ccccc2OC)nc2ccc(C)cn12 (stereo unspecified),-4,-3,-7
CCOC(=O)C1(C)C(=NNc2ccc(Br)cc2)C(=O)C(=O)N1c1ccccc1 (stereo unspecified),-6,2,/
CCC[C@H]1CN(CCCC(F)(F)F)C[C@@H]1NC(=O)c1cncnc1C,1,/,-4
CCc1nc(C)c(C(=O)NCc2csc(-c3ncccn3)n2)s1,-2,19,/
SMILES,hcGAS inh,NPYLR7 ag,mcGAS lum
Cc1ccc(C(=O)Nc2cccc(-c3cccc(-c4ccc5c(c4)NC(=O)CO5)n3)c2)cc1C,-3,2,-5
CC(C)Oc1ccc(OCCSc2nc3ccccc3[nH]2)cc1,-1,-15,-7
COc1cccc2sc(N(Cc3cccnc3)C(=O)CCSc3ccccc3)nc12,-5,-12,-8
COc1cc2c(cc1OC)CN(CC(O)COC1CCCC1)CC2 (stereo unspecified),-2,-5,-3
O=C(CCCc1ccccc1)Nc1ccnn1C1CCN(C(=O)c2ccsc2)CC1,-9,13,-10
COc1ccc(-c2nc3ccc(C)cn3c2NC(=O)c2ccc(Cl)c(Cl)c2)cc1OC,-3,0,-3
CN1CCN(C(CNC(=O)c2ccc(-c3ccccc3)cc2)c2ccc3c(c2)CCCN3C)CC1 (stereo unspecified),-5,9,/
Cc1cc(C)cc(Nc2nc(NCCO)nc3c2cnn3-c2ccccc2)c1,-5,2,-7
O=C(c1ccccc1C(=O)N1CCC(n2c(=O)[nH]c3ccccc32)CC1)N1CCC(n2c(=O)[nH]c3ccccc32)CC1,2,-9,-2
COC(=O)NCC12CC3CC(C1)CC(CNC(=O)OC)(C3)C2,-11,/,-2
CC(C)CCCC1CN(C(=O)c2cc(=O)[nH]c3ccc(F)cc23)CCO1 (stereo unspecified),-2,/,-11
CCN1C(=O)CCN(CC2CCCCC2)CC12CCOCC2,-9,/,-5
CCCN(C)c1ccc(C(=O)N2CCC(N3CCOCC3)CC2)cn1,-5,6,/
CCCCNC(=O)Cn1cc([N+](=O)[O-])ccc1=O,-6,0,/
CC(C)N1CCCC(C)(C(=O)Nc2ccc3cn[nH]c3c2)C1 (stereo unspecified),-9,-1,/
CC(c1cccnc1)N(C)C(=O)c1ccc(OCC(=O)N2CCCCC2)cc1 (stereo unspecified),-5,3,/
CCn1nc(C(=O)NCc2ccc(OC)cc2)c2c1CCN(C(=O)c1ccc3c(c1)OCO3)C2,-18,18,-5
O=C(NCc1ccc2c(c1)OCO2)c1ccc(CSc2nnc(-c3ccco3)n2-c2ccccc2F)cc1,-2,17,-6
COc1cccc(C(=O)NCCNc2cc(N3CCOCC3)nc(C)n2)c1OC,1,5,/
Cc1ccc(C(c2ccccc2)N2CCN(C(=O)Nc3cc(C)ccc3F)CC2)cc1 (stereo unspecified),-11,32,-7
COc1ccc(OCCN2CCC(C(=O)NC(c3ccc(F)cc3)c3ccc4ccccc4n3)CC2)cc1 (stereo unspecified),-4,5,-4
COc1cccc(C(CNC(=O)c2sc3nc(-c4ccco4)nc(C)c3c2C)N2CCCC2)c1 (stereo unspecified),-5,-4,-6
COCCCN(Cc1csc(COc2c(OC)cccc2OC)n1)C(=O)Cc1ccccc1,-4,-2,-6
O=C(CC1Cn2ncc(-c3ccccc3)c2NC1=O)NC1CCCCCC1 (stereo unspecified),-2,-16,/
Cc1nc(=O)[nH]c(C)c1CCC(=O)N1CCCC2(CN(C)C(=O)O2)C1 (stereo unspecified),-7,1,/
COc1ccc(C(=O)Nc2ccc(-n3nc(OCc4ccc(F)cc4)nc3-c3ccco3)cc2)cc1,-3,1,-7
CC(C)c1ccc(-c2ccc3nnc(-c4ccncc4)n3c2)cc1,6,-14,-2
COCCCOc1cccc(NC(=O)Cc2ccon2)c1,-1,7,/
C=CCOn1c(=O)c(-c2ccc(Oc3ccccc3)cc2)[n+]([O-])c2ccccc21,3,0,/

# Single records, from the list above. Order of screens: hcGAS inh | NPYLR7 ag | mcGAS lum
# Results for O=C(CC1Cn2ncc(-c3ccccc3)c2NC1=O)NC1CCCCCC1 (stereo unspecified) → -2 | -16 | /
# Results for O=C(c1ccccc1C(=O)N1CCC(n2c(=O)[nH]c3ccccc32)CC1)N1CCC(n2c(=O)[nH]c3ccccc32)CC1 → 2 | -9 | -2

# Ordered by number of heavy atoms (low to high): some entries from above.
SMILES,hcGAS inh,NPYLR7 ag,mcGAS lum
CCNC(=O)c1cnn(-c2ccccc2C)c1C,-7,-4,-6
CCC[C@H]1CN(CCCC(F)(F)F)C[C@@H]1NC(=O)c1cncnc1C,1,/,-4
CCOC(=O)C1(C)C(=NNc2ccc(Br)cc2)C(=O)C(=O)N1c1ccccc1 (stereo unspecified),-6,2,/
CCOC(=O)/C=C(\C)N1N=C2c3cc(OC)ccc3CCC2C1c1ccc(N(C)C)cc1 (stereo unspecified),-1,15,-7
CCC(=O)Nc1cc(C(=O)N2CCC(c3ccncc3)CC2)c2c(c1)nc(Cc1ccccc1)n2C,-5,2,-11
